# Compound activity (PubChem BioAssay)
# MCL1 BIM primary: inhibitors of human MCL1 binding to BIM-BH3 peptide | inhibition, % at 10.9 µM | hit rate 0.68% among 320,000 | Q07820 | GST-MCL1 / FITC-Bim-BH3 fluorescence polarization;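 active means inhibition above the mean inhibition of all tested compounds plus 3 SD, set per campaign, cut at about 40% in these data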;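 further: 0% = DMSO wells and 100% = unlabeled Bim-BH3 peptide control; higher means more loss of mP so more displacement of Bim peptide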
# AGP1 TOR yeast: yeast TOR pathway AGP1-GFP modulation. S. cerevisiae AGP1-GFP multiplex flow cytometry, 3 h; GFP as percent of DMSO wells. GFP response vs DMSO, % at 10 µM. hit rate 0.02% among 320,000;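 active means GFP response relative to DMSO above a set limit, near screen average plus 3 SD, cut at about 150% in these data; inconclusive means fewer than 70 cells counted for the yeast strain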;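 further: median GFP channel fluorescence of the gated AGP1 strain per well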
# CIT2-GFP yeast: yeast TOR pathway CIT2-GFP modulation; AID 2029; hit rate 0.065% among 320,000; GFP response vs DMSO, % at 10 µM; S. cerevisiae CIT2-GFP strain, flow cytometry, 3 h; 100 means same as DMSO wells;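 active means GFP response relative to DMSO above a set limit, near the screen mean plus 3 SD, cut at about 150% in these data; inconclusive means Fewer than 70 cells measured for a yeast strain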;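 further: ratio of well median GFP fluorescence to mean of DMSO wells on the plate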
# CR mimetic SO: yeast age-related superoxide inhibition as caloric restriction mimetic. S. cerevisiae aged cells, superoxide DHE fluorescence; active compounds read low. hit rate 0.18% among 330,000. superoxide response (% of plate mean), % at 10 µM;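 active means superoxide response under a set limit, about three screen SD below normal, cut at about 65% in these data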;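 further: yeast aged for seven days with compound at 30 °C before DHE staining; 100% = average MFI of all compound-treated wells on the plate with controls excluded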
# MEX-5 binding: C. elegans MEX-5 TCR-2 RNA binding activity | AID 1832 | Q9XUB2 | activity score (negative = inhibition of binding), % at 10 µM | hit rate 0.38% among 300,000 | MEX-5/FITC-TCR2 RNA binding, fluorescence polarization; active compounds read low;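 active means inhibition past about -25% in most replicates, and total fluorescence under double the plate's negative control median, limit read from the data; inconclusive means replicates evenly split on the limit, or fluorescence at least double controls; inactive means too little inhibition in most replicates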;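 further: 0% = DMSO and -100% = 5 µM competing unlabeled TCR2 RNA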
# Target sequence (Q9XUB2 whole entry, looked up): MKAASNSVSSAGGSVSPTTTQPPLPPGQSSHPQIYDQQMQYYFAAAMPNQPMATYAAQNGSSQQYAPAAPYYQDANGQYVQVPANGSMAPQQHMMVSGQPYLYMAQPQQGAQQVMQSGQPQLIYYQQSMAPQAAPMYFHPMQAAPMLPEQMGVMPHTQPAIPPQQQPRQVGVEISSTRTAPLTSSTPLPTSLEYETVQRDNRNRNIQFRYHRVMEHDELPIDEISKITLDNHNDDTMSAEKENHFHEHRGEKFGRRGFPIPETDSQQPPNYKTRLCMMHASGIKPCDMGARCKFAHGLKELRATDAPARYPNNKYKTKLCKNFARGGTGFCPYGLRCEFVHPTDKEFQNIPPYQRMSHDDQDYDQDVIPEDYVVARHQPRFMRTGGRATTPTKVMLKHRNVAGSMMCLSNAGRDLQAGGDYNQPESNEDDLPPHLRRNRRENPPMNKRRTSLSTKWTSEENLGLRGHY
# VLA-4 inh: inhibition in a human VLA-4 binding assay | P13612 | VLA-4 expressing cells, ligand binding flow cytometry | inhibition, % (about 7 µM as worked out from the volumes in the protocol) | hit rate 0.2% among 330,000 | AID 2557; in the data active means inhibition above about 50%
# BCLXL inh: Bcl-xL (human) inhibition; Q07817; GST-Bcl-xL / FITC-Bim BH3 peptide fluorescence polarization; inhibition, % at 10.9 µM; hit rate 0.7% among 320,000; AID 2129;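 active means inhibition above the mean of all tested compounds plus 3 SD, cutoff set per campaign, cut at about 30% in these data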;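 further: 0% = DMSO wells and 100% = unlabeled Bim-BH3 peptide competitor; inhibitors lower millipolarization by displacing the labeled peptide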
# GLD-1 RNA inh: GLD-1-TGE RNA interaction inhibition (C. elegans) | Q17339 | purified GLD-1 + fluorescein TGE RNA, fluorescence polarization | inhibition, % at 5.96 µM | hit rate 0.44% among 320,000 | AID 2280;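 active means percent inhibition above a per-plate cutoff, the plate mean of test compounds plus 3 SD, cut at about 30% in these data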;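 further: 0% = DMSO wells with GLD-1 and probe and 100% = wells lacking GLD-1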
# Target sequence (Q17339 whole entry, looked up): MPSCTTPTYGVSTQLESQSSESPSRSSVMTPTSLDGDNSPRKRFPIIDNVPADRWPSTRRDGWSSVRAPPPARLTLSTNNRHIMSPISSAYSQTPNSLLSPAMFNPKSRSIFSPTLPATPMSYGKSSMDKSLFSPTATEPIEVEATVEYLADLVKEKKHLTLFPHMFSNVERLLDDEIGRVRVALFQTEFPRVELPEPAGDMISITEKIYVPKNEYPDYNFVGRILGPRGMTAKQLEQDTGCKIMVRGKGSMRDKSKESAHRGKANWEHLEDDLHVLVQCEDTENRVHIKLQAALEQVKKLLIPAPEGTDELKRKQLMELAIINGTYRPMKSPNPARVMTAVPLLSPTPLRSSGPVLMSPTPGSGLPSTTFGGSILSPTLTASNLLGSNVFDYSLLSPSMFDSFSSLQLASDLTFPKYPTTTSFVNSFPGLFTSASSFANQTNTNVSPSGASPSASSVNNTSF
# GRK2 inh: human GRK2 inhibition via aptamer displacement; AID 488847; inhibition of aptamer binding, % at 10 µM; hit rate 0.59% among 330,000; P25098; bead flow cytometry, FAM-aptamer displacement from GRK2;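 active means inhibition of aptamer binding above 40%, roughly 3 SD of noise, on plates passing a quality check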;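 further: median bead fluorescence of bound FAM aptamer so fluorescent compounds give negative values; no value below 0 was filed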
# * hit, by the source's call; ? = inconclusive; . = no result given; [ ] = remark or other dose.
SMILES,MCL1 BIM primary,AGP1 TOR yeast,CIT2-GFP yeast,CR mimetic SO,MEX-5 binding,VLA-4 inh,BCLXL inh,GLD-1 RNA inh,GRK2 inh
N#CCCN(C(=O)COC(=O)c1ccc(S(=O)(=O)N2CCCC2)cc1)c1cccc(Cl)c1,-5.5,101.8,97.3,97.9,.,1.6,-4.2,-0.7,0.0
O=C1CC(Nc2ccc(N3CCOCC3)cc2)C(=O)N1CCc1ccccc1 (centres undefined),10.9,97.9,90.8,100.9,-0.1,6.5,5.6,3.0,3.0
Cc1ccc(CN2CC(=O)N3[C@H]4c5cc(C)ccc5OC[C@@H]4[C@H](c4ccccc4)[C@]3(C)C2=O)cc1,-3.9,96.2,95.0,90.9,.,-8.7,0.9,-4.8,0.0
COc1ccc(C(C(=O)NC2CCCC2)N(C(=O)c2ccco2)c2cccc(C(C)=O)c2)cc1OC (centres undefined),-5.8,99.7,95.8,98.8,-1.2,8.9,2.9,7.0,4.0
Cc1cc(C)n(CC(=O)N2c3ccccc3Sc3ccc(C(F)(F)F)cc32)n1,5.2,100.6,102.0,105.1,0.6,-1.0,5.2,8.2,2.0
Cc1ccc(CN2CCN(/N=C/c3ccc(Cl)c([N+](=O)[O-])c3)CC2)cc1,-3.6,102.3,96.9,104.0,-0.7,20.4,2.4,-2.6,1.0
Cc1cccc(C)c1NC(=O)/C(=C/c1ccco1)c1ccccc1,-3.7,86.9,92.8,84.8,2.0,-3.3,-1.2,-1.4,2.0
COc1cc(NC(=S)NC(=O)c2c(OC)cccc2OC)ccc1NC(=O)c1cccs1,15.8,100.1,105.8,99.9,3.6,1.5,7.8,2.1,1.0
NC(=O)CC(NC(=O)Cc1ccc(Br)cc1)c1ccc(NCc2cc(F)ccc2F)c([N+](=O)[O-])c1 (centres undefined),-9.4,78.2,74.3,111.4,8.1,17.0,-9.7,-1.6,0.0
Cc1cc(NC(=O)CCC(=O)N(Cc2cccnc2)C(C(=O)NC(C)(C)C)c2ccccc2Cl)no1 (centres undefined),4.0,101.5,102.1,91.7,-3.1,3.9,0.1,-2.8,1.0
O=C(CSc1nc(-c2ccccc2)cs1)N1CCc2ccccc21,-0.7,108.8,102.4,91.3,1.0,12.6,1.5,8.1,4.0
COc1ccc(-c2ccc(/C=C3\C(=O)N(c4ccccc4)N=C3c3ccccc3)o2)c([N+](=O)[O-])c1,2.8,105.5,103.2,92.8,1.0,-8.0,6.0,2.4,0.0
COC(=O)c1oc(-c2ccc(Cl)cc2)nc1C,10.0,97.3,91.5,93.5,-0.2,18.1,8.8,5.4,0.0
O=C(c1ccc(COc2ccccc2Br)o1)N1CCCCCC1,4.5,91.6,.,97.5,-0.8,14.8,6.5,9.3,0.0
CC1CCCCC1N=C1NC(C)(C)CS1 (centres undefined),1.7,93.6,97.4,87.5,0.4,9.1,0.4,5.2,5.0
O=C(NC1CCCCC1)c1cc(-c2ccc(O)cc2)on1,12.8,88.3,88.3,104.8,2.8,-21.7,5.6,-1.5,0.0
O=C(CNc1ccc(Cl)cc1)NNC(=S)NCc1ccccc1,-1.9,103.4,119.3,116.0,-0.9,3.8,-6.1,5.0,0.0
CSc1ncccc1C(=O)N1CCCC(CCC(=O)NCc2ccc(F)c(F)c2)C1 (centres undefined),4.7,87.9,89.6,100.5,-0.1,-1.0,1.6,5.2,2.0
NC(=O)C1CCCN(CC(=O)Nc2ccccc2C(=O)NC2CC2)C1 (centres undefined),5.7,109.8,100.8,89.9,.,4.0,4.4,-2.6,2.0
COc1ccc(/C(C)=N/NS(=O)(=O)c2ccccc2)c(OC)c1,-0.5,105.9,105.8,103.8,-0.6,9.3,9.2,6.4,2.0
Cc1cc(NC(=O)C(C)Oc2ccccc2)no1 (centres undefined),-3.2,84.5,102.2,95.4,-2.8,-3.4,-0.6,7.5,0.0
CSc1ccc(C(c2c(C(=O)O)[nH]c3ccccc23)c2c(C(=O)O)[nH]c3ccccc23)cc1,18.6,96.0,107.9,140.0,-13.8,-6.4,7.8,0.3,4.0
O=C(NNC(=O)c1ccc2c(c1)OCO2)NC12CC3CC(CC(C3)C1)C2,13.0,104.9,103.5,111.0,-1.3,.,4.8,5.4,0.0
CN1CCC(=O)N([C@H](CC#N)c2ccccc2)CC1,10.7,103.1,97.6,109.7,-5.0,-7.0,9.9,5.4,1.0
CCOc1cc(C#N)c(NC(=O)c2cccnc2Cl)cc1OCC,-1.4,102.7,111.6,93.2,0.8,2.8,0.3,5.6,0.0
Cc1ccc(-c2nn3c(C)nnc3s2)cc1NC(=O)CSc1ccc(Cl)cc1,-1.1,92.3,100.2,115.0,-1.4,-5.2,1.1,-3.1,0.0
Cc1nc2cc(-c3ccsc3-n3c(C)ccc3C)[nH]n2c(=O)c1Cl,15.6,17.3[may fluoresce violet],?,113.5,-2.0,10.8,8.8,-20.7,0.0
CCOC(=O)c1c(-c2ccc(OCC)cc2)csc1NC(=O)CCN1C(=O)c2ccccc2C1=O,-2.5,94.2,91.8,93.0,5.3,-15.1,2.9,4.4,0.0
O=C(NCc1ccccc1)C(c1ccncc1)N(C(=O)c1csnn1)c1ccccc1F (centres undefined),11.5,104.1,104.6,89.2,1.6,-11.2,-0.7,4.7,95.0*
O=C(COC(=O)Cc1c(F)cccc1Cl)NC1CCS(=O)(=O)C1 (centres undefined),-1.1,95.7,91.6,114.8,-1.6,6.2,0.1,6.1,4.0
COc1ccc(CNc2nc(NC(C)=O)nn2-c2ccccc2)cc1,3.0,106.1,107.8,103.6,-2.2,-20.9,0.3,4.0,2.0
CC(C)OC(=O)c1ccc(COC(=O)c2cccc(-c3nnc(-c4ccccc4)o3)c2)cc1,10.4,96.7,102.8,104.7,-2.0,-8.7,-4.4,3.5,0.0
NC(=O)CC(NC(=O)Cc1cccc2ccccc12)c1ccc(N2CCCCCC2)c([N+](=O)[O-])c1 (centres undefined),-0.6,108.7,98.2,100.0,0.9,15.7,6.7,3.1,0.0
COc1cc(NC(=S)Nc2cccc(C)n2)cc(OC)c1OC,5.5,99.3,102.0,105.9,0.3,-37.0,6.4,-1.7,2.0
COc1ccc(N2CCN(C(=O)c3oc4ccccc4c3NC(=O)CCc3cc(OC)no3)CC2)cc1,-6.1,94.5,90.5,93.4,-0.9,7.3,4.8,2.5,0.0
O=C(Cn1ncc2c(=O)oc3ccccc3c21)NC1CC1,4.8,93.5,89.9,106.2,-0.1,2.6,5.9,7.1,0.0
NC(=O)c1cccnc1Nc1ccccc1F,5.4,96.4,98.0,100.6,-0.7,12.4,-1.0,1.4,2.0
CCOC(=O)Cc1csc(NC(=O)CSc2nc(C)cc(=O)[nH]2)n1,9.9,100.1,101.7,111.7,2.1,.,8.0,-3.2,1.0
Oc1c(Br)cc(Br)cc1CNc1ccc(F)cc1,9.4,107.5,92.5,101.5,2.3,3.6,8.5,13.4,0.0
CCCc1nn(C)c2c(=O)[nH]c(-c3ccccc3OCC)nc12,2.8,99.1,108.6,87.3,2.6,7.6,3.1,0.9,0.0
CCOc1ccccc1NC(=O)Cc1ccccc1OC,4.6,30.5,101.4,101.0,-5.9,-11.2,0.3,-8.9,0.0
CCN(CC(=O)Nc1cccc(S(N)(=O)=O)c1)Cc1nc2ccccc2c(=O)[nH]1,4.8,98.4,104.0,101.1,0.6,4.1,0.6,-1.2,0.0
CCCCNC(=O)C1CCCN(S(=O)(=O)c2ccc(S(=O)(=O)NCC(C)C)cc2)C1 (centres undefined),4.5,120.8,.,102.0,2.3,-7.8,1.5,5.2,0.0
C=CCNc1nc2c(c(=O)[nH]c(=O)n2C)n1CCCc1ccccc1,-2.7,99.0,95.7,101.3,-0.6,28.7,1.1,-8.0,4.0
CC(=O)c1c(C)[nH]c(C(=O)Nc2cccc(C)c2C)c1C,2.1,101.6,99.2,102.9,2.5,16.7,4.5,2.4,1.0

# Records listed above printed as active in GRK2 inh:
Molecule	MCL1 BIM primary	AGP1 TOR yeast	CIT2-GFP yeast	MEX-5 binding	VLA-4 inh	BCLXL inh	GLD-1 RNA inh	GRK2 inh
O=C(NCc1ccccc1)C(c1ccncc1)N(C(=O)c1csnn1)c1ccccc1F (centres undefined)	11.5	104.1	104.6	1.6	-11.2	-0.7	4.7	95.0*

# The listing continues.
SMILES,MCL1 BIM primary,AGP1 TOR yeast,CIT2-GFP yeast,CR mimetic SO,MEX-5 binding,VLA-4 inh,BCLXL inh,GLD-1 RNA inh,GRK2 inh
CCn1c(SCC(=O)Nc2ccc(F)cc2F)nc2c(c1=O)SCC2,7.7,93.6,93.9,96.9,-4.0,-12.9,7.9,0.5,1.0
O=C(N/C(=C/c1cccs1)C(=O)N1CCOCC1)c1cccs1,-0.5,100.1,93.5,113.4,1.4,23.6,0.3,5.0,5.0
CC1=CC(C)(C)N(C(=O)C(C)N2C(=O)c3ccccc3C2=O)c2ccc(C)cc21 (centres undefined),1.0,101.1,101.9,97.4,-1.0,16.8,2.4,4.2,0.0
O=C(c1cc(COc2ccc(F)cc2Cl)on1)N1CC2C[C@@H]3CC1C[C@H](C2)C3,6.6,93.3,96.9,107.7,-0.4,-111.3,-0.4,-8.7,0.0
Cc1ccc(C)c(S(=O)(=O)N=Nc2c(O)[nH]c3ccccc23)c1,8.6,100.3,99.8,86.7,-3.7,1.2,6.3,9.1,0.0
COc1ccc(N2CCN(C(=O)Cc3coc4cc(C)ccc34)CC2)cc1,2.8,84.0,74.6,94.2,1.9,-12.0,0.5,-2.6,4.0
O=C(N/N=C/c1ccc([N+](=O)[O-])s1)c1ccccc1Br,9.1,90.0,89.4,107.1,-0.6,10.0,1.3,3.1,0.0
COCCn1c(SCC(=O)c2ccccc2)nc2c(c1=O)SCC2,2.3,99.9,98.5,105.6,1.0,0.6,-0.9,-2.7,2.0
CCCN1CCc2c(sc(NC(=O)c3ccc(S(=O)(=O)N4CCN(C(=O)OCC)CC4)cc3)c2C(N)=O)C1,-164.3,103.4,96.3,98.3,?,-125.2,-77.1,-95.4,0.0
Cc1ccccc1N(CC(=O)N/N=C/c1cc(C)n(-c2ccccc2C)c1C)S(C)(=O)=O,13.3,96.5,94.1,100.5,-1.7,9.9,4.1,5.2,0.0
COc1ccc(/C=C/C(=O)OCC(=O)Nc2ccc(N3CCOCC3)cc2)cc1OC,1.4,98.2,99.0,107.8,0.2,-0.6,2.7,3.3,0.0
CSc1ccccc1OCc1cc(C(=O)NCCc2ccco2)no1,-12.5,93.7,89.5,112.9,-3.7,0.9,-5.6,-3.4,3.0
CC1CCCC(C)N1C(=O)CSc1nnc(-c2cccs2)o1 (centres undefined),7.2,91.3,97.8,94.6,0.0,-4.5,4.7,3.2,6.0
Cc1ccc(C)c(N2CCN(CCCc3ccccc3)CC2)c1,.,102.3,103.2,94.2,0.9,-2.4,.,.,2.0
O=C(/C=C/c1ccco1)NCCCN1CCOCC1,3.7,96.3,90.5,81.8,-1.4,3.7,1.9,-3.9,2.0
Cc1ccc(S(=O)(=O)N2CC3(C)CN(S(=O)(=O)c4ccc(C)cc4)CC(C)(C2)C3O)cc1 (centres undefined),-2.4,98.1,93.8,89.7,1.1,-11.5,7.4,-1.8,2.0
CS(=O)(=O)N1CCN(c2ccc(NC(=S)NC(=O)c3ccccc3[N+](=O)[O-])cc2)CC1,4.7,95.0,92.3,101.7,1.7,-1.6,-0.9,3.9,0.0
